LYPLA2 counter: counter-screen for PME1 inhibitors: inhibitors of human LYPLA2; recombinant LYPLA2, FP-Rh probe fluorescence polarization; O95372; inhibition, % at 5.9 µM; actives 0.38% (n = 320,000);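 active = inhibition above the screen-wide mean plus 3 SD, limit set per campaign, cut at about 26% in these data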;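 note: 0% = LYPLA2 with DMSO and 100% = wells lacking LYPLA2 enzyme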
PAFAH1B2 FP inh: blocks human PAF acetylhydrolase 1b catalytic subunit 2; P68402; recombinant PAFAH1B2, FP-rhodamine activity probe, fluorescence polarization; inhibition, % at 3.39 µM; actives 1.2% (n = 340,000); AID 492953;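 active = inhibition above the mean of all tested compounds plus 3 SD, cut at about 24% in these data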;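 note: 0% = enzyme with DMSO and 100% = wells lacking PAFAH1B2; many of its hits are not listed in these tables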
PREPL inh: inhibitors of human prolyl oligopeptidase-like enzyme PREPL; Q4J6C6; actives 0.68% (n = 320,000); recombinant PREPL, fluorescence polarization activity-based probe; AID 2751; inhibition, % at 5.96 µM; in the data active = inhibition above about 43%;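 note: 0% = enzyme with DMSO and 100% = wells lacking enzyme; many of its hits are not listed in these tables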
pPAFAH inh: inhibitors of human plasma PAF acetylhydrolase (pPAFAH) | inhibition, % at 3.39 µM | recombinant pPAFAH, FP-rhodamine probe fluorescence polarization | actives 1.5% (n = 330,000) | AID 463082 | Q13093;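 active = inhibition above the mean inhibition across the screen plus 3 SD, cut at about 25% in these data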;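 note: inhibitors block binding of the rhodamine activity-based probe so polarization drops; 0% = enzyme with DMSO and 100% = wells lacking pPAFAH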
LYPLA1 counter: counter-screen for PME1 inhibitors: inhibitors of human LYPLA1; recombinant LYPLA1, FP-Rh probe fluorescence polarization; actives 0.16% (n = 320,000); inhibition, % at 5.9 µM; O75608;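 active = inhibition above the mean of all tested compounds plus 3 SD, set per campaign, cut at about 14% in these data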;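 note: inhibitors block serine hydrolase probe labeling of LYPLA1 so polarization falls; 0% = enzyme with DMSO and 100% = wells lacking LYPLA1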
Target sequence (O75608 whole entry, looked up): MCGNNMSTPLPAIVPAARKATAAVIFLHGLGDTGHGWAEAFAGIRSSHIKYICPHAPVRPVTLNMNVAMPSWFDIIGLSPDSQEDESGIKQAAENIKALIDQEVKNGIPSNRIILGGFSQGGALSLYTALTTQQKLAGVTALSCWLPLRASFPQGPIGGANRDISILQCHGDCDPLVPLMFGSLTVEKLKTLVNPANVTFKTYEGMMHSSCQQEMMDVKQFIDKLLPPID
GSTO1 inh: GSTO1 inhibition, counter-screen for RBBP9 inhibitors; actives 1.1% (n = 300,000); P78417; recombinant GSTO1, activity-based probe fluorescence polarization; inhibition, % at 5.96 µM;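 active = inhibition above the campaign mean inhibition plus 3 SD, cut at about 35% in these data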;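 note: 0% = GSTO1-1 with DMSO and 100% = wells lacking GSTO1-1 enzyme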
PAD4 inh: PAD4 (human) enzyme inhibition; Q9UM07; recombinant PAD4, RCA probe fluorescence polarization; inhibition, % at 6.36 µM; actives 0.41% (n = 330,000); AID 485272;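 active = percent inhibition above a cutoff equal to the mean of all tested compounds plus 3 SD, cut at about 15% in these data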;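 note: 0% = PAD4 with RCA probe and DMSO and 100% = probe without PAD4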
PME-1 inh: PME-1 (human) inhibition. Q9Y570. recombinant PME-1, FP-Rh probe fluorescence polarization. inhibition, % at 5.9 µM. actives 0.53% (n = 320,000). AID 2130;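 active = inhibition above the campaign mean of all compounds plus 3 SD, cut at about 26% in these data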;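 note: competitive labeling of PME-1 active site by serine hydrolase directed probe; 0% = PME-1 with DMSO and 100% = wells lacking PME-1 enzyme; inhibitors block probe labeling so polarization falls and inhibition rises; many of its hits are not listed in these tables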
Target sequence (Q9Y570 whole entry, looked up): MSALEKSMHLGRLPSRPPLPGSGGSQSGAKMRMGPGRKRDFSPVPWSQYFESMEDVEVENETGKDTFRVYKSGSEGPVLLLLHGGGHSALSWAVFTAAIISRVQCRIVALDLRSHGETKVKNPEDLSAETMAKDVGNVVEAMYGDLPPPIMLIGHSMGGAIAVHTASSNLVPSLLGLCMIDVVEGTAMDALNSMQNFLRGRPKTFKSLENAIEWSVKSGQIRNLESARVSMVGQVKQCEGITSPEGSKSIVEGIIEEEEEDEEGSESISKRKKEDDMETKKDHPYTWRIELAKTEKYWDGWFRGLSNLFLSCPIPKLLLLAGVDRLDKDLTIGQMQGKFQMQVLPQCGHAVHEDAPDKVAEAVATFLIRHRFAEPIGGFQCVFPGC
PAFAH1B3 inh: inhibitors of human PAFAH1B3; Q15102; actives 0.28% (n = 340,000); recombinant PAFAH1B3, FP-rhodamine probe, fluorescence polarization; inhibition, % at 3.39 µM;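 active = inhibition above the screen-wide average of all tested compounds plus 3 SD, cut at about 25% in these data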;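 note: 0% = enzyme with DMSO only and 100% = wells lacking PAFAH1B3 protein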
Numbers without * were called inactive; . = no result given. Not all compounds are listed; rates above refer to the full screens.

SMILES	LYPLA2 counter	PAFAH1B2 FP inh	PREPL inh	pPAFAH inh	LYPLA1 counter	GSTO1 inh	PAD4 inh	PME-1 inh	PAFAH1B3 inh
Cn1cc([N+](=O)[O-])c(C(=O)Nc2ccc3c(C(F)(F)F)cc(=O)oc3c2)n1	3	-4	6	-1	4	1	2	7	5
Cc1c(C(=O)C(=O)N2CCOCC2)c2ccccc2n1Cc1ccccc1	11	1	4	6	1	0	-3	1	1
C=CCn1c(O)c(C(CC)=Nc2ccccc2NC(C)=O)c(=O)[nH]c1=O	6	1	2	0	2	1	-4	-1	6
COc1ccc2[nH]cc(C3=CCNCC3)c2c1	0	.	51*	1	1	8	-2	-5	.
CCCC[N+]1(C)[C@@H]2CC(OC(=O)[C@H](CO)c3ccccc3)C[C@H]1[C@@H]1O[C@@H]12 (some centres undefined)	-2	-1	-6	3	0	4	2	-4	-1
O=C(c1ccc2c(c1)ncn2C1CCCCC1)N1CCC2(CC1)OCCO2	-6	.	28	5	6	-3	0	-1	.
CC(=O)c1cn(CCCOc2ccccc2)c2ccccc12	3	-1	-24	7	-1	7	-6	1	3
CN1CN=C(N[N+](=O)[O-])N(Cc2ccco2)C1	1	-2	-2	5	3	6	0	-3	7
COc1ccc(C2NCc3ccccc3-n3cccc32)cc1 (centres undefined)	5	-1	-26	5	1	3	-3	-3	-6
Fc1ccc2c(c1)nnn2C1CCN(Cc2nnnn2C2CCCCC2)CC1	1	3	2	1	-3	12	3	-2	3
O=C(O)C1CSC(c2cccnc2)N1 (centres undefined)	7	2	3	7	-1	-7	-2	-6	11
Nc1c([N+](=O)[O-])cc(F)c(N2CCNCC2)c1Br	1	-2	-8	6	-2	-2	-7	7	8
c1ccc2c(N3CCNCC3)cccc2c1	-5	4	-38	1	0	-6	0	-5	8
CCN1C[C@]2(COC)CC[C@H](OC)[C@@]34C1[C@]1(OCO[C@@]15C[C@H](OC)[C@H]1C[C@@H]3[C@@H]5[C@H]1OC)[C@@H](O)[C@H]24	-2	-6	-10	1	-4	1	6	-8	3
CC(C)(C)P(=O)(c1ccncc1)N1CCCC1 (centres undefined)	-1	-4	11	-4	-2	0	-2	-4	-2
C#CC[N+]1(C)C2CCC1CC(O)C2 (centres undefined)	-2	1	9	-10	0	-8	-10	-4	2
O=S(=O)(c1ccc(Cl)cc1)N1CCCC1c1cccnc1 (centres undefined)	3	8	3	3	4	1	-2	-2	4
CCN1C(=O)C(=Cc2cc(C)n(C3CC3)c2C)C(=O)N(CC)C1=S	-9	-9	-8	-6	-1	0	-8	-14	-7
Cc1cc(OCC(=O)N2C[C@H]3C[C@@H](C2)c2cccc(=O)n2C3)c2c(C)c(C)c(=O)oc2c1	0	4	-2	3	-1	1	2	-1	2
O=C1/C(=C/c2ccc3c(c2)OCO3)N2CCC1CC2	-4	9	1	2	-5	2	7	2	9
CCOC(=O)CNC(=S)N1CC2C[C@@H](C1)Cn1c2cccc1=O	5	5	-8	5	2	3	-1	-4	6
CCOc1ccc(N=Cc2c(O)n(-c3cc(C)cc(C)c3)c(=O)[nH]c2=O)cc1	-1	8	2	0	-1	8	-2	-8	4
CCOC(=O)C(O)(c1ccc(N)c(OC)c1)C(F)(F)F (centres undefined)	7	1	6	3	2	1	-3	-7	1
CSCCC(NC(=O)CCC(=O)OC1CC[C@H]2[C@@H]3CC[C@H]4CC(=O)CC[C@]4(C)[C@H]3CC[C@]12C)C(=O)O (some centres undefined)	7	1	14	1	0	-3	3	0	3
Cc1c2cnn(CC(=O)N3CCC4(CC3)OCCO4)c(=O)c2c(C)n1Cc1ccccc1F	1	0	5	3	-3	0	4	0	-5
Cc1ccc(S(=O)(=O)N2CCCC2c2cccnc2)cc1 (centres undefined)	0	1	12	0	2	5	-6	2	-3
O=c1c2ccccc2nc(N2CCCC2)n1-c1ccccc1	0	8	2	0	-1	6	1	7	-5
N#CC(c1cccnc1)N1CCOCC1 (centres undefined)	-1	7	-3	5	2	-7	2	-8	0

A run of entries from further up, for reference:
SMILES	LYPLA2 counter	PAFAH1B2 FP inh	PREPL inh	pPAFAH inh	LYPLA1 counter	GSTO1 inh	PAD4 inh	PME-1 inh	PAFAH1B3 inh
CCOc1ccc(N=Cc2c(O)n(-c3cc(C)cc(C)c3)c(=O)[nH]c2=O)cc1	-1	8	2	0	-1	8	-2	-8	4
CCOC(=O)C(O)(c1ccc(N)c(OC)c1)C(F)(F)F (centres undefined)	7	1	6	3	2	1	-3	-7	1
CSCCC(NC(=O)CCC(=O)OC1CC[C@H]2[C@@H]3CC[C@H]4CC(=O)CC[C@]4(C)[C@H]3CC[C@]12C)C(=O)O (some centres undefined)	7	1	14	1	0	-3	3	0	3
Cc1c2cnn(CC(=O)N3CCC4(CC3)OCCO4)c(=O)c2c(C)n1Cc1ccccc1F	1	0	5	3	-3	0	4	0	-5
Cc1ccc(S(=O)(=O)N2CCCC2c2cccnc2)cc1 (centres undefined)	0	1	12	0	2	5	-6	2	-3
O=c1c2ccccc2nc(N2CCCC2)n1-c1ccccc1	0	8	2	0	-1	6	1	7	-5
N#CC(c1cccnc1)N1CCOCC1 (centres undefined)	-1	7	-3	5	2	-7	2	-8	0

Single values from above.
PME-1 inh result of O=C1/C(=C/c2ccc3c(c2)OCO3)N2CCC1CC2 : 2
PAD4 inh result of CCOC(=O)C(O)(c1ccc(N)c(OC)c1)C(F)(F)F (centres undefined) : -3
